Source: PubChem (several laboratories)
L929 necroptosis = blocks zVAD induced death of L929 cells; L929 zVAD necroptosis rescue, ATP luminescence, 24 h; with zVAD 60 µM; viability rescue, % at 10 µM; 220,000 compounds, 0.38% hits; AID 1377;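 active = activation, scaled between plate controls, above about 75%, limit read from the data; inactive = activation under that limit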;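 note: 0% = zVAD with DMSO and 100% = DMSO alone without zVAD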
FXIa inh = blocks human coagulation factor XIa protease activity; AID 798; inhibition, % at 5 µM; purified FXIa, Boc-Glu-Ala-Arg-AMC fluorogenic substrate; 220,000 compounds, 0.14% hits; P03951;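 active = inhibition of at least 40%; inactive = inhibition below 40%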;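 note: fluorescence of freed AMC excited at 355 nm; 0% = enzyme without compound and 100% = no enzyme blank; many of its hits are not listed in these tables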
Target sequence (P03951 19-387 limits assumed): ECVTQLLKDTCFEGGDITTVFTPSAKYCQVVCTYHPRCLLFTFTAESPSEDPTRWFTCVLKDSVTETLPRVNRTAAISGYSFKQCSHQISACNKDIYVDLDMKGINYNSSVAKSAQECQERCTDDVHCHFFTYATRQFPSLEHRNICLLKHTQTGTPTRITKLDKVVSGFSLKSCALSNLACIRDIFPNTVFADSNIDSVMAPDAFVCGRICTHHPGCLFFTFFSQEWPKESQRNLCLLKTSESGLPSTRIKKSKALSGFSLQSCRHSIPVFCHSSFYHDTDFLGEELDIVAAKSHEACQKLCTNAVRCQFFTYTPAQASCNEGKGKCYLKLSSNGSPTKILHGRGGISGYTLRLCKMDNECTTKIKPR
Target sequence (P03951 388-625 limits assumed): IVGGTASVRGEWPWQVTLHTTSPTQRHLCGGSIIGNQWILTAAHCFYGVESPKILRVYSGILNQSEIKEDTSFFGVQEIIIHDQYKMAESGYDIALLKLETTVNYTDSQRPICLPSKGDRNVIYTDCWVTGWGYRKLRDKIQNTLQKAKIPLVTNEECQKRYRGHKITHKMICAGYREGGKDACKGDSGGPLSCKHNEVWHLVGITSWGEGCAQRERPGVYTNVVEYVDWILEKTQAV
KCC2 mod = KCC2 (human) Cl- transport modulation. 190,000 compounds, 2.2% hits. B-score of Tl+ flux slope (higher = more flux/activation; lower = inhibition) at 10 µM. AID 1456. KCC2 cells, thallium flux FluoZin-2 fluorescence;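 active = thallium flux slope and its plate-corrected score both differing from the plate sample mean at a set confidence after two filtering rounds, in either direction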;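 note: slope of fluorescence scaled to starting intensity during 10 to 20 s after thallium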
thrombin 1536 = inhibitors of human thrombin; P00734; alpha-thrombin, Boc-VPR-AMC fluorogenic substrate cleavage; inhibition, % at 5 µM; 220,000 compounds, 0.26% hits;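 active = inhibition at or above 40%; inactive = inhibition below 40%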;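 note: 0% = enzyme with no compound and 100% = wells without enzyme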
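Test system: human alpha-thrombin protein / Dosing: one concentration per compound, 5 µM, with 0.2% DMSO / Medium: pH 7.5 Tris-saline with Tween 20 / Benchmarks: no-compound enzyme wells and no-enzyme blanks / Read-out basis: percent inhibition of thrombin substrate cleavage / Timing: reaction at room temperature / Measured by: fluorescence, ex 355 nm, em 460 nm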
FXIIa inh = blocks human coagulation factor XIIa protease activity; purified FXIIa, Boc-QGR-AMC fluorogenic substrate, 2 h; 220,000 compounds, 0.3% hits; inhibition, % at 5 µM; P00748; in the data active = inhibition above about 40%;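 note: 0% = enzyme with no compound and 100% = blank without enzyme; many of its hits are not listed in these tables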
Hck Nef HTS = human Hck-Nef kinase inhibition; Recombinant Hck-YEEI plus Nef, Z-Lyte FRET kinase assay; inhibition, % at 20 µM; 220,000 compounds, 0.68% hits;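 active = Hck-Nef kinase inhibition above about 50%, limit read from the data; inactive = inhibition below that limit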;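 note: 0% = DMSO with Hck plus Nef and 100% = Hck alone without Nef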
hK5 inh = kallikrein 5 (human) inhibition | Q9Y337 | recombinant hK5, fluorogenic AMC substrate cleavage | inhibition, % at 5 µM | 210,000 compounds, 0.59% hits | AID 873;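 active = inhibition of 40% or more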;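 note: 0% = enzyme controls without compound and 100% = no-enzyme blanks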
Rad51 HR inh = Rad51 (human) homologous recombination inhibition | inhibition, % at 10 µM | hRad51 DNA strand exchange, fluorescence dequenching | 200,000 compounds, 0.085% hits;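 active = inhibition above 40% at the single screening dose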;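 note: 0% = DMSO control wells and 100% = blanks with heterologous ssDNA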
Target sequence (Q06609 whole entry, looked up): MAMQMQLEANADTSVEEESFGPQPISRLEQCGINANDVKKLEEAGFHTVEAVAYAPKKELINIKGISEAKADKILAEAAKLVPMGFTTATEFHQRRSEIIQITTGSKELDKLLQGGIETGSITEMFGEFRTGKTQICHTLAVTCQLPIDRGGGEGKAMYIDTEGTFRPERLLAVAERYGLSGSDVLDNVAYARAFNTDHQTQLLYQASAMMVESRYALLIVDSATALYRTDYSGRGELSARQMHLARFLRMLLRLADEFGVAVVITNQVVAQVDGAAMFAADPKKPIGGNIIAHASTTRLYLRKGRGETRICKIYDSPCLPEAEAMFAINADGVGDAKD
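System: hRad51 filaments on single-stranded DNA; reagent: Fluorescein- and BHQ1-tagged 47-mer duplex; compound dosing: one concentration, 10 µM final; timing: filaments 15 min 37 °C, then compound 30 min; measured by: fluorescein emission 520 nm, excitation 485 nm; benchmarks: per-plate controls and blanks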
TNF necrop inh = blocks TNF-alpha induced death of Jurkat FADD-/- cells. Jurkat FADD-/- TNF necroptosis rescue, ATP luminescence, 24 h; 0 = TNF only, 100 = no-TNF cells. activation (protection from cell death), % at 10 µM. 220,000 compounds, 0.068% hits;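 active = activation, meaning protection from cell death, of at least 50% relative to plate controls; inactive = activation below 50%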;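 note: necroptosis triggered by 40 ng/mL TNF-alpha added together with compound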
* = called active by the depositor; i = inactive; . = no result given. The list is partial; count on the stated rates, not on these rows.

SMILES	L929 necroptosis	FXIa inh	KCC2 mod	thrombin 1536	FXIIa inh	Hck Nef HTS	hK5 inh	Rad51 HR inh	TNF necrop inh
CCCCCCC/C(C)=N/NC(=O)CC(=O)NCCc1ccccc1	-0.1	2	-2.4	-2	12	-1	-6	0	-1.7
CC1(CCc2ccc(O)cc2)NC(=O)NC1=O (stereo unspecified)	0.0	-13	0.87	1	8	-1	1	3	-0.9
CCc1cc2c(SCC(=O)N(C)C3CCS(=O)(=O)C3)ncnc2s1 (stereo unspecified)	0.7	51*	2.2	19	23	-4	37	-14	1.8
O=C(NCC1CCCO1)c1onc(CSc2ccc(Cl)cc2)c1C(=O)O (stereo unspecified)	0.1	4	0.31	-7	7	1	-20	-4	-0.7
O=C(Nc1ccc(F)cc1)N1CCCN(c2ccc(C(F)(F)F)cn2)CC1	0.0	6	-0.95	-2	6	-9	10	-1	-2.2
O=C(Nc1nc(=S)ss1)c1c(F)cccc1F	0.6	6	-1.2	2	3	1	1	-11	-3.5
O=C(NC(=O)c1ccccc1)OCC1CCCN2CCCCC12 (stereo unspecified)	0.3	-2	0.36	-10	8	1	-29	-3	1.5
Cc1ccc(S(=O)(=O)c2c(COC(=O)c3cccc(Cl)c3)c(-c3ccccc3)nn2C)cc1	0.7	5	0.079	1	18	-1	-3	-6	2.3
Cc1c(Cl)c([N+](=O)[O-])nn1Cc1ccc(C(=O)N/N=C\c2cccc(Br)c2)o1	0.3	-5	-0.4	-2	-1	5	-4	-8	-4.3
CC(=O)NC1CCCN(O)C(=O)/C=C(\C)CCOC(=O)C(NC(C)=O)CCCN(O)C(=O)/C=C(\C)CCOC(=O)C(NC(C)=O)CCCN(O)C(=O)/C=C(\C)CCOC1=O (stereo unspecified)	1.1	-1	0.43	1	5	17	1	-9	0.0
COc1ccc(CCNC(=O)COc2ccc(S(=O)(=O)NCC(C)C)cc2Cl)cc1OC	-0.1	17	-0.28	0	12	1	-5	6	-0.4
CSc1nnc(NC(=O)c2cc(=O)c3cc(C)cc(C)c3o2)s1	0.6	1	0.0065	-2	5	11	-2	-17	0.2
NC(=O)NC1CCCc2c1[nH]c1ccc(Cl)cc21 (stereo unspecified)	2.0	19	-0.74	2	22	1	0	15	2.9
CCN1CCCC1CNC(=O)c1ccc2c(=O)n(CCOC)c(=O)[nH]c2c1 (stereo unspecified)	1.5	-2	.	2	8	2	-34	-9	0.7
CC(=O)N1CCC(N(CCN2CCOCC2)C(=S)Nc2ccc(C)c(C)c2)CC1	-0.3	-2	0.89	-11	8	29	1	3	-0.6
COc1cc(CNC(C)(C)CO)cc(Br)c1OCc1ccccc1	0.7	-7	0.62	-2	4	20	-3	-20	4.2
Cc1cc(C)n(C(=O)CCC2COc3ccccc3O2)n1 (stereo unspecified)	-0.2	6	-0.17	3	22	8	-11	4	1.2
Cc1cc([N+](=O)[O-])ccc1-c1ccc(/C=N/NC(=O)Cc2ccccc2)o1	0.7	5	0.31	-3	12	-1	-3	-22	-0.1
Cc1ccc(-c2nn3c(=O)c(C)nnc3s2)cc1	-0.1	1	0.025	4	8	-1	-8	1	-1.1
O=c1oc2cc(Oc3ccc(C(F)(F)F)cc3[N+](=O)[O-])ccc2c2c1CCCC2	2.1	7	-0.42	-2	11	0	2	1	-3.2
Cc1cc(C)n2c(SCC(=O)N(C)C3CCCCC3)nnc2n1	-0.9	-2	0.011	6	6	4	-5	17	0.3
O=S(=O)(c1ccc2nc(-c3ccccc3)[nH]c2c1)N1CCN(c2ccc(Cl)cc2)CC1	.	17	0.37	-1	23	-2	-6	.	7.6
CC1(C)CC(=O)/C(=C(\O)c2ccccc2)C(=NCCO)C1	-0.2	-4	0.89	-1	16	0	3	-3	-2.0
Cc1ccc(N2C(=O)c3cccc4c(N)ccc(c34)C2=O)c2cccnc12	-1.1	3	i	1	9	-29	1	i	-18
CCCS(=O)(=O)c1nnnn1-c1cccc(OC)c1	49	14	0.12	2	25	12	-9	-9	-28
COc1ccc(-c2nc3c([nH]2)c(=O)n(C)c(=O)n3C)c(OC)c1	0.0	-10	.	-1	5	0	-3	-7	-5.8
Cc1ccc2nc(-c3ccccc3)cn2c1	-0.4	-3	-1.5	2	15	4	1	-4	-8.3
CCc1ccc(-c2ccc(SCC(=O)NCC3CCCO3)nn2)cc1 (stereo unspecified)	-0.2	-6	-1.4	-3	2	7	-9	14	-2.4
O=C(CN1CCOCC1)Nc1scc(-c2ccccc2)c1C(=O)N1CCOCC1	0.2	6	.	5	13	0	-7	-5	-3.3
CC(Cc1ccccc1)N/C=C1\CC(=O)NC1=O (stereo unspecified)	0.3	5	0.19	-4	-2	2	-10	22	-1.1
CS(=O)(=O)N(CC(=O)NCc1ccccc1Cl)c1cccc([N+](=O)[O-])c1	-0.2	17	-0.26	-2	16	16	7	4	-0.2
O=C(Cn1c(=O)c2sccc2n(Cc2cccc([N+](=O)[O-])c2)c1=O)NCCc1ccccc1	-0.2	4	-0.24	-4	8	-5	-12	2	0.5
Cc1cccnc1CN1CCN(C(=O)CCc2nnc(CCc3ccccc3)o2)CC1	-1.2	6	-0.012	-3	10	13	1	-11	0.4
COC(=O)/C=C1\N/C(=N\c2nc(C)cc(C)n2)N(c2ccc(C)c(C)c2)C1=O	-0.3	8	-0.4	-6	16	6	-9	-7	-2.4
COc1ccc(/C=C(/NC(=O)c2ccc(OC)cc2)C(=O)NCCc2c[nH]c3ccccc23)cc1	0.7	-9	-0.4	-5	0	1	-8	6	0.8
CCc1ccc(N2CCN(C(=O)c3ccc(OC)c(OC)c3)CC2)cc1	-0.5	24	-0.24	-4	21	0	-3	3	-7.2
COC(=O)C12CCC3(SCCS3)C(C(=O)OC)(CCC13SCCS3)C2	0.4	6	0.84	-5	12	5	-14	-1	1.9
CCCOC(=O)CC1C(=O)NCCN1C(=O)OC(C)(C)C (stereo unspecified)	-0.4	1	0.42	-11	4	21	-2	-16	0.2
Cc1ccc(C(CC(=O)O)Nc2nc(N3CCCCC3)nc(N3CCCCC3)n2)cc1 (stereo unspecified)	1.7	-9	-1.8	-3	0	0	11	0	1.4
Cn1c(=O)[nH]c(=O)c2c1nc([N+](=O)[O-])n2Cc1ccccc1	18	5	0.29	0	13	13	1	0	-32
O=C1CC(c2cccs2)Cc2nc(NCC3CCCO3)ncc21 (stereo unspecified)	-0.1	-8	-1.7	-7	-1	1	-11	0	-0.4
COc1ccc(-c2cc(=O)oc(-c3cccc(C)c3)n2)cc1	0.9	1	-0.33	-9	-2	5	0	-22	-11
COCCNC(=O)COc1cc(=O)n(C)c2ccccc12	0.1	1	0.51	-6	5	0	-7	-3	1.1
O=C(c1cnc2n(c1=O)CCS2)N1CCN(c2ccccc2F)CC1	0.3	9	-0.64	0	21	3	-4	-3	-0.2
COc1ccc(/C=C2\C(=O)N(c3c(Cl)cc(Cl)cc3Cl)N=C2NC(=O)c2cccc([N+](=O)[O-])c2)cc1	2.1	4	0.67	-7	10	3	-4	10	-0.2
Cn1cnnc1SCC(=O)Nc1cccc(S(=O)(=O)N2CCCCCC2)c1	0.0	4	0.72	-8	-4	-1	-7	-3	2.0
COCCCNC(=S)N1CCN(C(=O)c2ccco2)CC1	0.2	6	-0.027	-3	3	8	-9	-6	1.1
Cc1nnc(SCc2cc(=O)[nH]c(N3CCN(Cc4ccccc4)CC3)n2)s1	-0.3	6	.	0	18	0	7	-1	-1.5
CCC(CC)NC(=O)COC(=O)c1ccc(NS(=O)(=O)c2ccc3c(c2)OCCO3)cc1	0.9	2	2.7*	4	13	6	-2	.	2.5
Cc1ccc(S(=O)(=O)N[C@@H](Cc2ccccc2)C(=O)CCl)cc1	5.6	7	-0.59	3	12	17	-3	6	-18
COc1ccc(-c2csc(Nc3ccccn3)n2)cc1	1.7	-3	0.25	3	2	16	-13	25	-0.8
COc1cc(C2Nc3ccccc3C(=O)N2c2ccccc2)c(Br)cc1OCC(=O)O (stereo unspecified)	1.4	3	0.12	-4	7	4	-16	13	1.5
COc1ccc(/C=C/C(=O)Oc2cccc(/C=N/NC(=O)COc3c(C)cccc3C)c2)cc1	0.7	-7	1.2	-5	-21	4	-2	-4	-0.4
C=CCNC(=S)N(C1CCCCC1)C1CCCCC1	-0.2	-3	-0.85	-3	1	2	-8	19	-0.6
C=CCn1c(N)c(C(=O)Nc2ccc(C)cc2)sc1=S	-0.4	2	.	-12	-4	2	-15	.	-0.6
CC(=O)c1sc2nc(CSc3nncn3C)[nH]c(=O)c2c1C	0.8	-5	-0.26	-10	-3	-8	-5	1	1.8
COCCOCCn1cnc2ccccc21	-1.0	-12	-0.73	2	15	-11	-1	7	-0.4
COc1ccc2c(c1)c(=O)cc(-c1ccccc1)n2C	-0.1	24	-1.2	10	35	9	-1	5	-1.5
O=C(CCc1nnc(CCCCc2ccccc2)o1)NCc1cccc(F)c1	-0.3	-2	-3.3	-11	6	27	1	0	0.3
CCCn1c(SCC(=O)Nc2nonc2C)nnc1-c1ccoc1C	0.5	2	0.013	1	15	0	-25	2	-2.9
Following part.
SMILES	L929 necroptosis	FXIa inh	KCC2 mod	thrombin 1536	FXIIa inh	Hck Nef HTS	hK5 inh	Rad51 HR inh	TNF necrop inh
Cc1cccc(NC(=O)CN2C(=O)N/C(=C/c3ccc(-c4cccc(C(=O)O)c4C)o3)C2=O)c1	2.1	-26	-0.15	-7	3	21	-7	7	0.4
Clc1nc(CN2CCCCC2)nc2sc3c(c12)CCC3	-2.3	-4	-0.32	0	-2	-2	-10	-7	-4.1
CCNc1nc(NC(C)C)nc(Oc2ccc(OCCOc3ccccc3)nn2)n1	-0.1	4	-0.73	0	11	2	-6	2	-5.3
c1cn(-c2ccc(-c3ccnc4ncnn34)cc2)cn1	0.6	-4	0.58	1	4	12	-11	10	-1.9
CCOC(=O)N[C@H](Cc1c[nH]c2ccccc12)C(=O)NC1CC1	0.8	1	-0.28	-6	8	8	1	.	1.1
Clc1ccc(-c2c[n+](Cc3cccc(Cl)c3)c3n2CCC3)cc1	0.2	3	0.0088	-4	7	1	-16	0	1.4
Cc1cccc(N2CCN(C(=O)COc3cc(=O)n(C)c4ccccc34)CC2)c1C	0.3	-1	-2.5	4	-1	1	-3	-1	-3.4
O=[N+]([O-])c1ccc(/C=N/Nc2cc(Cl)nc(-c3ccccc3)n2)cc1	-0.5	4	-0.74	3	17	0	0	.	0.6
